Screening results (PubChem)
MEKK2mut PB1 HTS: MEK5 binding signal on mutant MEKK2 PB1, primary screen, biochemical, multiplex bead flow cytometry, Alexa488-MEK5. 290,000 tested, 0.35% active. Alexa488-MEK5 binding to MEKK2 mutant. percent response, % at 10 µM; in the data active = percent response above about 24%, passing the limit was not always enough; note: inactives centre near 1; some results filed as inactive read as strong as hits
M18AAP inhibitor: PfM18AAP inhibitors, malaria aminopeptidase, primary screen, biochemical, QFRET, recombinant enzyme | M18 aspartyl aminopeptidase (Plasmodium falciparum 3D7) | H-Glu-NHMec fluorogenic cleavage | inhibition, % at 7.35 µM | 290,000 tested, 1.2% active;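 active = inhibition above the campaign mean inhibition over all tested compounds plus 3 SD, cut at about 28% in these data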;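 note: 0% = plate median of test compound wells and 100% = 2 mM ZnCl2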
DNA FID counter: compounds displacing fluorescent DNA intercalator, primary screen, artefact control for HCV NS3 helicase inhibitor project, biochemical, FID fluorescence; DNA fluorescent intercalator displacement; 290,000 tested, 0.17% active; inhibition, % at 7.9 µM; AID 1845, 2009; in the data active = inhibition above about 37%;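 note: 0% = vehicle and 100% = reference compound; higher means more ethidium bromide displaced from hairpin DNA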
MEKK2wt PB1 HTS: modulators of MEK5 binding to wildtype MEKK2, primary screen, biochemical, multiplex bead flow cytometry, Alexa488-MEK5; 290,000 tested, 1.1% active; binding response (% of control), % at 10 µM; Alexa488-MEK5 binding to MEKK2 WT; actives lie on both sides; Mitogen-activated protein kinase kinase kinase 2 (Homo sapiens), Q9Y2U5; in the data active = binding response below about 67% or above about 130%
IMP-1 inhibitor: IMP-1 metallo-beta-lactamase inhibitors, primary screen, biochemical, epi-absorbance readout, Pseudomonas aeruginosa enzyme; metallo-beta-lactamase IMP-1 (Pseudomonas aeruginosa); purified IMP-1, nitrocefin hydrolysis, epi-absorbance fluorescence; inhibition, % at 5.6 µM; 290,000 tested, 0.45% active; AID 1556, 2009;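 active = inhibition above the mean plus 3 SD of all compounds in the same screening run, cut at about 4.5% in these data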;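 note: 0% = IMP-1 with DMSO and 100% = DMSO wells lacking enzyme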
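System: Purified recombinant IMP-1 metallo-beta-lactamase enzyme | Measured by: Fluorescence quenching readout, ex 480/em 530 nm | Replication: Singlicate | Incubation: 15 min preincubation plus 25 min reaction at 25 °C | Evaluation: Percent inhibition from optical density relative to buffer-blank wells | Benchmarks: DMSO with and without IMP-1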
SUMO HTRF inh: inhibitors of in vitro SUMOylation cascade, primary screen, biochemical, HTRF, uHTS. inhibition, % at 35 µM. AID 2006, 2009. HTRF SUMOylation assay, SAE1/SAE2 + UBC9. SUMO-conjugating enzyme UBC9 (Homo sapiens), P63279. 290,000 tested, 0.36% active; in the data active = inhibition above about 50%, passing the limit was not always enough; note: strong numbers were not always called active
Target sequence (P63279 whole entry, looked up): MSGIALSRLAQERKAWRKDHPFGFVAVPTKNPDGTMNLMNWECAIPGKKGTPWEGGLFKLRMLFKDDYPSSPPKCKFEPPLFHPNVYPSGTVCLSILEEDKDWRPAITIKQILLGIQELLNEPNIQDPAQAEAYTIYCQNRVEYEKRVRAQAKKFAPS
NALP1 inh: NALP1 inflammasome inhibitors in reconstituted yeast, colorimetric, S. cerevisiae, triplicate retest; S. cerevisiae NALP1/ASC/caspase-1 growth, X-gal OD620, 72 h; inhibition, % at 10 µM; 280,000 tested, 0.61% active; in the data active = inhibition mostly above about 24%, no sharp cut-off; inactive = mostly below about 32%; note: some compounds called inactive have numbers as strong as hits
VIM-2 inh: VIM-2 metallo-beta-lactamase inhibitors, primary screen, biochemical, epi-absorbance readout, Pseudomonas aeruginosa enzyme | purified VIM-2, nitrocefin hydrolysis, epi-absorbance fluorescence | inhibition, % at 5.6 µM | 290,000 tested, 0.89% active;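 active = inhibition above the mean of all tested compounds plus 3 SD, cutoff set per screening run, cut at about 7.5% in these data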;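 note: red hydrolysis product quenches plate fluorescence so inhibitors raise well fluorescence; 0% = enzyme with DMSO and 100% = DMSO without enzyme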
HCV NS3 hel inh: inhibitors of HCV NS3 helicase, primary screen, biochemical, Cy5 molecular beacon fluorescence; Hepatitis C virus NS3 helicase; NS3 helicase DNA unwinding; inhibition, % at 10.9 µM; 290,000 tested, 0.56% active; AID 1800, 2009;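 active = inhibition above the mean of all tested compounds plus 3 SD, set per campaign, cut at about 35% in these data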;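 note: 0% = DMSO wells and 100% = thioflavine S control wells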
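assay system = NS3 helicase fragment of HCV | buffer or medium = MOPS pH 6.5, MgCl2, DTT, Tween20, BSA | timing = 60 min unwinding reaction at 25 °C after ATP addition | signal = Cy5 beacon fluorescence read at start and 1 h | read-out basis = % inhibition of unwinding | control set = low DMSO, high thioflavine S at 110 µM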
The depositor's hits bear a star; · = not tested or not shown.

mol | MEKK2mut PB1 HTS | M18AAP inhibitor | DNA FID counter | MEKK2wt PB1 HTS | IMP-1 inhibitor | SUMO HTRF inh | NALP1 inh | VIM-2 inh | HCV NS3 hel inh
O=C(Nc1ccc(NC(=O)c2cccs2)cc1Cl)c1ccco1 | -2 | -8 | -2 | 99 | -3.5 | 21 | 19 | -2.1 | -14
CCOc1ccc(CCNC(=O)CCC(=O)Nc2ccc3nc(N4CCN(C)CC4)cc(C)c3c2)cc1OCC | 7 | -1 | 2 | 112 | -1.8 | 16 | 13 | -1.0 | -1
O=C(Nc1ccc(Oc2ccccc2)nc1)C1CCN(Cc2cccc(F)c2)CC1 | -1 | -1 | 17 | 107 | -0.6 | -18 | 30 | -1.1 | -30
O=C(Nc1ccccc1Br)c1ccc(OC(=S)N2CCOCC2)cc1 | -11 | -3 | -9 | 92 | -3.5 | 27 | 1 | -3.0 | 1
C=CCOC(=O)C1=C(C)NC(=O)NC1c1cn(-c2ccccc2)nc1-c1cccs1 (stereo not drawn) | -1 | -2 | -27 | 91 | -8.7 | -36 | · | -2.7 | -15
O=c1c(C/C=C/c2ccccc2)c(O)ccn1CCc1c[nH]c2ccccc12 | -8 | 9 | -8 | 90 | -0.1 | 19 | -8 | -0.6 | -12
COc1ccc(CCNc2nc(-c3ccccn3)cs2)cc1OC | 15 | -11 | -10 | 109 | -1.7 | 23 | · | 1.9 | -20
COC(=O)C(NC(=O)C(CC(C)C)NC(=O)C1CCC(C)CC1)C(C)C (stereo not drawn) | -2 | 3 | -10 | 97 | 0.0 | 11 | 4 | 0.5 | 5
OCCNCc1cc(Br)ccc1OCc1ccccc1 | 9 | 8 | 24 | 59 | 1.2 | -3 | 32 | -0.1 | -22
CCNS(=O)(=O)c1ccc(CCC(=O)N2CCC(C)CC2)cc1 | 2 | 0 | -9 | 104 | -2.9 | 8 | 5 | -1.4 | 2
O=c1c2cc(NC(=S)N3CCCC3)ccc2nc2n1CCCCC2 | -1 | -13 | -7 | 103 | -0.9 | 2 | 16 | 1.6 | -4
O=C1COc2ccc(C(=O)COC(=O)/C=C/c3cccc(F)c3)cc2N1 | -22 | -3 | -6 | 89 | -0.1 | 14 | 24 | 0.1 | 11
O=c1cc(CNc2ccc(Br)cc2)nc2sccn12 | -3 | 2 | 1 | 97 | -3.3 | 1 | 33 | 1.4 | 1
O=C(NCc1ccccc1)c1ccco1 | 9 | -12 | 0 | 105 | -1.7 | 8 | 4 | -1.0 | -7
O=C(c1ccc(OC2CCN(C(=O)c3cccnc3)CC2)cc1)N1CCCCCC1 | 2 | -1 | -32 | 108 | -0.4 | 3 | 3 | 0.1 | -6
O=C(O)c1ccc(C2CCCCC2)cn1 | -1 | -7 | -32 | 100 | -5.5 | 10 | 4 | -1.2 | 1
CC(C)N(C(=O)COC(=O)CNS(=O)(=O)c1ccccc1F)c1ccccc1 | -1 | 4 | -16 | 102 | -2.3 | 10 | -16 | -2.3 | 9
COc1ccc(CNC(=O)[C@@H](NC(=O)C2CCN(C(=O)[C@@H](N)CCSC)CC2)C(C)C)cc1 | 1 | 6 | -5 | 98 | -3.4 | 8 | -8 | -4.6 | -10
COC(=O)Cn1c2ccc(OC)cc2c2nc3ccccc3nc21 | -4 | -2 | 0 | 96 | -3.5 | 27 | 15 | -1.3 | -4
Cc1cccc(OC(=O)c2cn(C)nc2C(F)(F)F)c1C | 1 | 0 | -6 | 99 | 2.7 | -22 | 49 | -0.1 | 0

A second format for 9 compounds above:
Each structure is followed by: MEKK2mut PB1 HTS | M18AAP inhibitor | DNA FID counter | MEKK2wt PB1 HTS | IMP-1 inhibitor | SUMO HTRF inh | NALP1 inh | VIM-2 inh | HCV NS3 hel inh
> O=C1COc2ccc(C(=O)COC(=O)/C=C/c3cccc(F)c3)cc2N1
    -22 | -3 | -6 | 89 | -0.1 | 14 | 24 | 0.1 | 11
> O=c1cc(CNc2ccc(Br)cc2)nc2sccn12
    -3 | 2 | 1 | 97 | -3.3 | 1 | 33 | 1.4 | 1
> O=C(NCc1ccccc1)c1ccco1
    9 | -12 | 0 | 105 | -1.7 | 8 | 4 | -1.0 | -7
> O=C(c1ccc(OC2CCN(C(=O)c3cccnc3)CC2)cc1)N1CCCCCC1
    2 | -1 | -32 | 108 | -0.4 | 3 | 3 | 0.1 | -6
> O=C(O)c1ccc(C2CCCCC2)cn1
    -1 | -7 | -32 | 100 | -5.5 | 10 | 4 | -1.2 | 1
> CC(C)N(C(=O)COC(=O)CNS(=O)(=O)c1ccccc1F)c1ccccc1
    -1 | 4 | -16 | 102 | -2.3 | 10 | -16 | -2.3 | 9
> COc1ccc(CNC(=O)[C@@H](NC(=O)C2CCN(C(=O)[C@@H](N)CCSC)CC2)C(C)C)cc1
    1 | 6 | -5 | 98 | -3.4 | 8 | -8 | -4.6 | -10
> COC(=O)Cn1c2ccc(OC)cc2c2nc3ccccc3nc21
    -4 | -2 | 0 | 96 | -3.5 | 27 | 15 | -1.3 | -4
> Cc1cccc(OC(=O)c2cn(C)nc2C(F)(F)F)c1C
    1 | 0 | -6 | 99 | 2.7 | -22 | 49 | -0.1 | 0

Other structures follow:
mol | MEKK2mut PB1 HTS | M18AAP inhibitor | DNA FID counter | MEKK2wt PB1 HTS | IMP-1 inhibitor | SUMO HTRF inh | NALP1 inh | VIM-2 inh | HCV NS3 hel inh
Cc1nc(-c2c(C(=O)NNC(=O)Nc3c(C)cccc3C)noc2C)cs1 | 9 | 4 | -9 | 103 | 0.1 | 5 | 4 | -3.0 | -7
S=c1sc2c(N3CCOCC3)ncnc2n1-c1ccccc1 | 5 | 3 | -3 | 101 | -2.9 | 11 | 39* | -2.5 | 7
CCN(/N=C/c1cccs1)c1cc(=O)n(C)c(=O)[nH]1 | 2 | 12 | -11 | 105 | -3.5 | 3 | 8 | -4.2 | 4
O=C(COC(=O)C12CC3CC(CC(C3)C1)C2)Nc1ncc(Cl)cc1Cl | -9 | 2 | -8 | 92 | -2.1 | -2 | 13 | -0.4 | 1
O=C(Nc1ccccc1)Nc1nnc(/C=C/c2ccccc2Cl)s1 | -1 | 1 | 4 | 98 | -2.3 | 27 | 22 | -0.8 | -8
COc1cccc(N(CC(=O)Nc2ccc3c(c2)OCO3)S(=O)(=O)c2ccccc2)c1 | -1 | 5 | -14 | 97 | -2.8 | 5 | 1 | -1.6 | -5
COc1ccc(CC(=O)Nc2nnc(C)s2)cc1 | 3 | -1 | -5 | 108 | -1.7 | 13 | 3 | 0.2 | 5
Cc1ccc(N2CCN(C(=S)Nc3ccccc3)CC2)cc1 | -13 | -10 | -5 | 87 | -1.7 | -6 | 40 | -2.7 | -8
CCOC(=O)C1CCN(C(=O)c2ccc3c(c2)NC(=O)/C(=C\c2ccc(C)cc2)S3)CC1 | 3 | 3 | -41 | 96 | -3.2 | 9 | -4 | -8.3 | 2
Cc1cc(CNC(=O)C2CCC(=O)N(Cc3cccc(C(F)(F)F)c3)C2)no1 (stereo not drawn) | 4 | -3 | -19 | 101 | -2.4 | 16 | 5 | 0.5 | 2
Cc1cccc(NC(=O)C(C)n2cc([N+](=O)[O-])cn2)n1 (stereo not drawn) | -3 | 5 | -2 | 97 | -4.4 | -11 | 14 | -1.3 | 7
CC(=O)c1cccc(OCC(O)CNCCOc2ccc(C)cc2)c1 (stereo not drawn) | 1 | 5 | 11 | 110 | -2.5 | 3 | 20 | -1.2 | -16
CCCCc1ccc(S(=O)(=O)NC2CCS(=O)(=O)C2)cc1 (stereo not drawn) | -24 | -17 | -14 | 88 | 2.6 | 7 | 32 | 0.2 | 5
O=C(CSc1nccn1-c1ccccc1)NCc1ccc2c(c1)OCO2 | -9 | -2 | -12 | 92 | -0.7 | -7 | 10 | 0.1 | -2
COC(/C(=N/O)c1ccc(Cl)cc1)c1ccccc1 (stereo not drawn) | -2 | 5 | -3 | 92 | -2.7 | -6 | 4 | -1.6 | 6
Cc1ccc(S(=O)(=O)NCCC(=O)N2CCCCC2)cc1 | · | 3 | -5 | · | 0.4 | 18 | 17 | 1.2 | -5
O=C(CSc1nnc(-c2ccccn2)n1Cc1ccccc1)N1CCOCC1 | 1 | 1 | -15 | 83 | -1.0 | 11 | 10 | -1.1 | -12
CCN(CC)CCC(c1cc(OC)c(OC)c(OC)c1)c1c(OC)cc(OC)c2c(C)cc(=O)oc12 (stereo not drawn) | 2 | · | · | 104 | · | 1 | -10 | · | ·
C(=N\Nc1nc(Nc2ccccc2)nc(N2CCOCC2)n1)/c1c[nH]c2ccccc12 | 0 | 5 | -16 | 107 | -1.9 | -11 | -10 | -4.6 | -101
CC(C)CCN1CCN(Cc2cccc(C(F)(F)F)c2)CC1CCO (stereo not drawn) | -4 | 5 | 14 | 92 | -3.0 | 6 | 23 | -5.5 | -3

(listing goes on)
mol | MEKK2mut PB1 HTS | M18AAP inhibitor | DNA FID counter | MEKK2wt PB1 HTS | IMP-1 inhibitor | SUMO HTRF inh | NALP1 inh | VIM-2 inh | HCV NS3 hel inh
O=S(=O)(NCCCN1CCOCC1)c1ccc2c(c1)OCCO2 | 2 | -1 | -1 | 100 | -4.2 | 7 | -9 | -0.6 | -2
CC(CC(=O)Nc1ccc(F)cc1F)S(=O)(=O)c1ccc2c(c1)NC(=O)CO2 (stereo not drawn) | 2 | -6 | -9 | 103 | -1.8 | 8 | 9 | 0.6 | -13
Cc1ccc(CN(C(=O)C(F)(F)F)C(C(=O)NC2CCCCC2)c2ccco2)cc1 (stereo not drawn) | 1 | 2 | -32 | 97 | -0.6 | -3 | 15 | -3.7 | -12
Cc1ccc(CC(=O)c2ccc(Cl)cc2)cc1 | -2 | -3 | -3 | 96 | -2.4 | 24 | 18 | -0.8 | -5
CCOc1c(Br)ccc2c1sc1nc[nH]c(=O)c12 | -2 | 8 | -3 | 100 | -0.8 | 16 | 14 | 0.9 | 2
Nc1c(C(=O)NCCN2CCOCC2)c2nc3ccccc3nc2n1CCc1ccccc1F | -5 | 8 | -9 | 98 | -4.2 | 13 | 6 | -4.8 | 4
Cc1cc2cc(OCC(=O)O)ccc2n1C | -2 | 9 | -21 | 104 | -3.3 | 20 | -2 | -5.8 | 11
COc1ccc(NCC(=O)N2CCCC2)cc1Cl | -12 | 1 | -6 | 89 | -3.0 | 8 | 13 | -1.2 | 5
